High-throughput results deposited in PubChem by several laboratories.
TNF necrop inh = inhibitors of TNF-alpha triggered necroptosis, primary screen, cell-based, Jurkat FADD-/-, single concentration | Jurkat FADD-/- TNF necroptosis rescue, ATP luminescence, 24 h; 0 = TNF only, 100 = no-TNF cells | activation (protection from cell death), % at 10 µM | actives 0.068% (n = 220,000);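 active = activation, meaning protection from cell death, of at least 50% relative to plate controls; inactive = activation below 50%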;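 note: necroptosis triggered by 40 ng/mL TNF-alpha added together with compound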
EP2 antag = human EP2 receptor antagonists, primary screen, TR-FRET cAMP, C6 glioma cells. Prostaglandin E2 receptor EP2 subtype (Homo sapiens), P43116. C6 glioma cells expressing human EP2; cells stimulated with saturating PGE2. inhibition, % at 25 µM. actives 0.52% (n = 260,000). AID 1422, 2008;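 active = percent inhibition above 40 after rounding to a whole number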;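 note: rat C6 glioma host cells with rolipram phosphodiesterase inhibitor present; the protocol text gives 20 µM as final concentration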
EP2 modulator = EP2 receptor modulators, cAMP readout, primary screen, cell-based, HTRF cAMP, PGE2 stimulation; EP2-expressing cells, cAMP HTRF FRET, PGE2 co-stimulation; AID 940, 2007; Prostaglandin E2 receptor EP2 subtype (Homo sapiens), P43116; actives 0.83% (n = 260,000); induction, % at 25 µM;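 active = compounds whose cAMP rise, as percent of the full-agonist control response, exceeds 60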;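 note: rat C6 glioma line stably carrying human EP2 under a CMV promoter; the protocol text gives 20 µM as final concentration; 100% = response of wells given 1 µM PGE2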
PERK inhibitor = block of dimerizer-induced PERK translation repression, primary screen, PERK inhibitor project, CHO PERK-DD cells, SEAP luminescence, HTS | AID 1416, 2008 | CHO PERK-DD fusion, SEAP luminescence translation reporter | actives 0.17% (n = 220,000) | Eukaryotic translation initiation factor 2-alpha kinase 3 (Homo sapiens), Q9NZJ5 | inhibition, % at 5.6 µM;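 active = inhibition above the mean inhibition of all tested compounds plus 3 SD, set separately per screening campaign, cut at about 2.9% in these data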;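 note: PERK kinase domain activated by AP20187 dimerizer at 100 nM; 0% = DMSO with dimerizer and 100% = rapamycin at 8.4 µM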
zVAD death inh = inhibitors of zVAD-triggered necroptosis, primary screen, L929 cells; AID 1377, 2008; actives 0.38% (n = 220,000); L929 zVAD necroptosis rescue, ATP luminescence, 24 h; with zVAD 60 µM; viability rescue, % at 10 µM;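 active = activation, scaled between plate controls, above about 75%, limit read from the data; inactive = activation under that limit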;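 note: 0% = zVAD with DMSO and 100% = DMSO alone without zVAD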
Runt-SMMHC FRET = inhibitors of RUNX1 Runt–CBFb-SMMHC binding, primary screen, biochemical, FRET, Cerulean-Runt, Venus-CBFb-SMMHC, uHTS | Cerulean-Runt/Venus-CBFb-SMMHC FRET ratio 530/480, 1 h | inhibition, % at 20 µM | actives 0.74% (n = 220,000) | AID 1434, 2008;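 active = mean inhibition across duplicate retests at 20 µM reaching about 50%, limit read from the data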;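 note: 0% = DMSO wells and 100% = wells with excess untagged CBFb-SMMHC; inhibitors lower the FRET ratio by blocking Runt binding to CBFb-SMMHC; some results filed as inactive read as strong as hits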
Target sequence (Q01196 whole entry, looked up): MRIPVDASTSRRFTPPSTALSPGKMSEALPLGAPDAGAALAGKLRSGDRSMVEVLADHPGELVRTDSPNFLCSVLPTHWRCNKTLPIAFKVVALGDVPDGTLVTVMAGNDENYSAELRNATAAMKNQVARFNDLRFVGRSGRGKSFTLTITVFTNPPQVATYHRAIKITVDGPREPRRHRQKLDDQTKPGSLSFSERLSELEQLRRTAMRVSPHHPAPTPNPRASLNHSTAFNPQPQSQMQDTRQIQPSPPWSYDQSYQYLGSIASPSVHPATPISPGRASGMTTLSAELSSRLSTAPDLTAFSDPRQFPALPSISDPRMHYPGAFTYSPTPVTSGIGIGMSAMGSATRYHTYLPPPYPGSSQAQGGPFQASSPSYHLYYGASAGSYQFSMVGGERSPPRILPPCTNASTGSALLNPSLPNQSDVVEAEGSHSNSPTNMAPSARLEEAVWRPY
Target sequence (Q13951 whole entry, looked up): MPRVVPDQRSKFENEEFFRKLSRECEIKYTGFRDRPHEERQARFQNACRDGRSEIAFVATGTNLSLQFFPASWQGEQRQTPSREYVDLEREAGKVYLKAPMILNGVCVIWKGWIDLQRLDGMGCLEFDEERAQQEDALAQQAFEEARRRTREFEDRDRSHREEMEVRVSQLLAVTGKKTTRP
Hck Nef HTS = inhibitors of Nef-activated human Hck kinase, primary screen, biochemical, Z-Lyte FRET, 384-well, Hck-YEEI | inhibition, % at 20 µM | Tyrosine-protein kinase HCK (Homo sapiens), P08631 | Recombinant Hck-YEEI plus Nef, Z-Lyte FRET kinase assay | AID 463187, 2010 | actives 0.68% (n = 220,000);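 active = Hck-Nef kinase inhibition above about 50%, limit read from the data; inactive = inhibition below that limit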;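 note: 0% = DMSO with Hck plus Nef and 100% = Hck alone without Nef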
Runt-CBFb FRET = inhibitors of RUNX1 Runt–CBFb binding, primary screen, biochemical, FRET, Cerulean-Runt, Venus-CBFb, uHTS; actives 0.46% (n = 220,000); inhibition, % at 20 µM; Cerulean-Runt/Venus-CBFb FRET ratio 530/480, 1 h; AID 1496, 2009;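 active = inhibition over about 50% at 20 µM in the single-dose screen, limit read from the data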;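 note: 0% = DMSO wells and 100% = excess unlabeled CBFb competitor control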
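Assay system: Cerulean-Runt domain fusion protein, energy donor; Signal: fluorescence energy transfer, 422 nm excitation, 530/480 nm emission; Timing: 1 h compound exposure, room temperature; Control set: unlabeled CBFb; Medium: Tris buffer pH 7.5 with salts and BSA; Compound: single test concentration of 20 µM, 1% DMSO final; Probe or stimulus: Venus-CBFb 100 nM.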
RBBP9 inhibitor = human RBBP9 inhibitors, primary screen, biochemical, fluorescence polarization, FP-Rh probe, HTS; Serine hydrolase RBBP9 (Homo sapiens), O75884; recombinant RBBP9; inhibition, % at 7.94 µM; actives 0.2% (n = 220,000);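 active = inhibition above the campaign mean of all tested compounds plus 3 SD, cut at about 14% in these data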;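 note: plate controls were DMSO wells with RBBP9 for no effect and wells lacking RBBP9 protein for full effect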
Target sequence (O75884 whole entry, looked up): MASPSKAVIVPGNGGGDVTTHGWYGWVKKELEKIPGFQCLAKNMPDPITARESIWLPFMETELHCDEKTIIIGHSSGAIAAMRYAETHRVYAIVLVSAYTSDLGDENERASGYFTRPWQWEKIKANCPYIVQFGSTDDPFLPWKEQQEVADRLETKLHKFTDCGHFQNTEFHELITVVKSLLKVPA
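System: RBBP9 protein / Quantity: 2.5 µM RBBP9 dispensing solution, before mixing / Also added: Serine-hydrolase probe FP-Rh, 375 nM pre-mixing / Dosing: 7.94 µM single dose, 0.794% DMSO / Timing: enzyme-compound preincubation 30 min, then probe labeling 45 min, 25 °C / Signal: FP readout at 525/598 nm / Controls: DMSO-treated enzyme wells and wells lacking RBBP9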
The depositor's hits bear a star; / = no result given; & = joins results of further samples.

SMILES	TNF necrop inh	EP2 antag	EP2 modulator	PERK inhibitor	zVAD death inh	Runt-SMMHC FRET	Hck Nef HTS	Runt-CBFb FRET	RBBP9 inhibitor
COc1ccc(S(=O)(=O)Nc2cccc(-c3ccc4nncn4n3)c2)cc1F	-6.5	3.8	6.0	0.1	-0.9	-3.6	-0.4	-1.9	-2.3
O=C(Cn1cc(C(=O)c2ccco2)c2ccccc21)NCc1ccco1	-0.6	6.9&8.8	-62.6&13.3	-0.5	0.1	-1.1	1.0	0.0	-2.8
CCC1Oc2ccccc2N(CC(=O)NCCCN2CCCCC2C)C1=O (stereo not drawn)	0.1	-0.1	4.1	0.2	1.1	1.3	0.6	0.3	-8.8
Cc1cccc(Cn2c(C(C)(C)C)cc3cccnc32)c1	1.0	10.8	-9.3	-0.9	-0.4	-3.9	0.1	-1.0	-6.4
CC(C)c1ccc(NC(=S)NCc2cccs2)cc1	-6.2	11.8	-4.9	-0.5	-0.4	-1.0	0.5	2.4	9.1
CC(C)(C)SCCNC(=O)CSCc1ccc([N+](=O)[O-])cc1	0.6	/	-25.9	0.9	0.1	-4.3	0.8	/	-0.4
CNc1nc(CCN2C(=O)c3ccccc3C2=O)cs1	-3.2	9.0	10.6	0.4	0.2	1.8	0.8	-1.3	2.6
COc1ccc(NC(=O)CN(C)CC(=O)Nc2cccc(F)c2)cc1Cl	4.5	7.8	-22.7	-0.1	47.1	-2.8	22.4	-2.6	-8.1
CCOC(=O)C1=C(C)Nc2nc(C)nn2C1c1cc(OC)ccc1OC (stereo not drawn)	0.1	6.3	19.6	0.7	/	1.7	-4.8	0.4	-2.6
CC(C)N(C(=O)COC(=O)CNS(=O)(=O)c1ccccc1F)c1ccccc1	0.0	4.6	18.8	1.5	0.5	-0.3	-1.7	-1.7	1.5
Cc1cc([N+](=O)[O-])nn1CC(=O)Nc1cnc2ccccc2c1	1.1	7.0	-25.1	0.1	27.8	-1.5	20.4	0.2	-1.0
CC(C)Cn1c(S(=O)(=O)O)nc2ccccc21	2.1	6.1	18.4	3.5*	0.5	-1.9	3.1	6.0	0.5
C=CCOc1ccc(/C(O)=C2/C(=O)C(=O)N(CCCn3ccnc3)C2c2ccco2)cc1 (stereo not drawn)	0.1	9.8	36.1	0.5	19.3	2.4	21.2	0.8	-5.6
Cc1cc([N+](=O)[O-])ccc1NCc1cccc([N+](=O)[O-])c1	-2.5	9.6	-4.5	-1.1	-0.4	-5.4	-1.3	24.8	-9.1
COCCNC(=S)N1CCN(C)CC1	0.4	8.5	34.1	1.7	0.8	0.2	27.8	0.5	2.6
CN(CCn1ccnc1)Cc1cn(Cc2ccccc2)nc1-c1ccc2c(c1)OCO2	3.9	8.8	20.2	-1.4	-0.7	-27.1	9.8	1.8	-1.7
Cc1cccc(-n2c(Cc3cc(=O)[nH]c(=O)[nH]3)nnc2SCC(=O)Nc2cccc(C(F)(F)F)c2)c1	0.9	14.1	11.4	-0.3	-1.1	-0.1	18.7	-14.1	-9.2
Cc1ccc(S(N)(=O)=O)c(C)c1-n1cnnn1	0.1	1.5	-28.4	0.9	-0.3	0.4	10.5	-2.3	2.8
CC(C)CCn1cnc2c(sc3nc4c(cc32)CSC(C)(C)C4)c1=O	2.2	6.8	8.1	0.9	0.6	-2.5	1.2	-2.7	-10.9
CCn1c(NC(=O)c2ccccc2)c(-c2cccs2)c(=O)c2ccccc21	0.1	8.0	14.6	-2.0	-1.3	2.4	-2.0	-4.7	4.2
CCOc1ccccc1-c1nc(SCC(=O)O)n[nH]1	0.4	6.3	-6.8	1.2	0.2	-1.9	-0.7	-0.4	1.1
O=C1[C@H]2[C@H]3[C@H](O)[C@H](O)C/C(=N\OC[C@@H](O)COCc4ccco4)[C@@H]3CC[C@H]2C(=O)N1c1ccc(F)cc1F	2.1	/	-5.2	0.1	0.9	-6.1	-5.7	-0.6	0.1
CC1(C)CC(NC(=O)CCc2ccccc2)CC(C)(C)N1	1.0	4.0	-6.1	0.7	2.7	1.8	-0.8	0.5	-4.5
O=C(CCc1nc2ccccc2c(=O)[nH]1)N1CCN(C/C=C/c2ccccc2)CC1	-3.6	8.8	-22.6	-1.5	-0.1	0.3	0.2	1.5	-14.2
CCOc1cc(C=O)ccc1OCCSc1ccc(Cl)cc1	-5.9	-3.9	-18.8	-0.3	0.1	-13.4	0.9	-2.3	-11.3

Fetched by structure from the list above, two records:
SMILES	TNF necrop inh	EP2 antag	EP2 modulator	PERK inhibitor	zVAD death inh	Runt-SMMHC FRET	Hck Nef HTS	Runt-CBFb FRET	RBBP9 inhibitor
CCOc1cc(C=O)ccc1OCCSc1ccc(Cl)cc1	-5.9	-3.9	-18.8	-0.3	0.1	-13.4	0.9	-2.3	-11.3
CC1(C)CC(NC(=O)CCc2ccccc2)CC(C)(C)N1	1.0	4.0	-6.1	0.7	2.7	1.8	-0.8	0.5	-4.5

(listing goes on)
SMILES	TNF necrop inh	EP2 antag	EP2 modulator	PERK inhibitor	zVAD death inh	Runt-SMMHC FRET	Hck Nef HTS	Runt-CBFb FRET	RBBP9 inhibitor
CSc1c(CC(=O)Nc2ccc(F)cc2)n(Cc2ccccc2)c2ccccc12	0.2	11.3	33.1	0.8	0.1	3.0	1.1	-0.7	7.6
CCCOc1ccc(CNC(=S)N/N=C/c2ccc([N+](=O)[O-])cc2)cc1	-3.6	7.8	-27.2	-0.3	0.3	5.8	1.4	31.2	-0.9
Cc1ccn2c(=O)cc(C)nc2c1	0.9	12.2	14.1	0.3	2.5	-3.0	16.1	-0.8	0.0
Cc1ccc(S(=O)(=O)n2c(=O)oc3ccccc32)cc1	0.0	7.0	-7.4	0.1	-0.3	0.4	-23.6	-0.3	-6.1
O=c1c2cnn(-c3ccccc3)c2ncn1Cc1ccco1	-0.5	10.5	10.6	-0.5	0.3	15.1	-0.6	24.7	-5.8
CCCC12CN3CC(C)(CN(C1)C31C(=O)Nc3ccc(C)cc31)C2=O (stereo not drawn)	-0.3	15.0	6.5	0.8	0.8	-1.1	1.1	-0.6	10.1
CCOC(=O)C1CCN(C(=O)c2n[nH]c(=O)c3ccccc23)CC1	0.3	9.6	6.6	0.9	1.0	-1.9	0.6	0.1	-9.3
CCOC(=O)N1CCC(NC(=O)c2cc(C(=O)NC3CCN(Cc4ccccc4)CC3)ccc2CO)CC1	0.8	4.8	14.8	0.0	0.9	-4.0	-7.2	/	0.2
O=C(Nc1nccs1)C1CC2CCC1C2 (stereo not drawn)	1.0	6.5	-3.6	0.6	0.4	-10.8	-0.8	-0.2	-8.9
COc1ccc(/C=C(/C#N)C(=O)Nc2ccccc2C)cc1C(=O)O	0.1	9.4	-1.8	0.6	0.2	-3.4	5.2	1.4	-10.7
COc1ccc(C(=O)NNC(=O)CN2CCN(c3nc(-c4ccccc4)cs3)CC2)cc1	1.5	9.5	-23.1	0.7	-0.2	-10.0	-2.8	-0.3	-13.9
FC(F)(F)c1cccc(Nc2nc(N3CCCC3)nc(N3CCCC3)n2)c1	1.9	1.2	31.8	1.1	4.1	-2.3	3.7	-2.7	-6.7
COc1cccc(NC(=O)N2CCCC2)c1	-0.4	3.9	22.8	0.3	0.1	-3.2	5.7	0.5	-8.0
Cc1ccc(Cn2c(Cc3ccccc3)nc3ccccc32)cc1	-2.8	3.9	80.0*	0.0	0.0	0.1	-1.0	-3.6	5.5
Cc1cc(-n2cnc3c(=O)[nH]cnc32)ccc1N	1.2	10.5	-8.1	0.5	0.5	1.1	35.7	-1.8	-5.4
Cc1ccc(C)c(S(=O)(=O)N2CCN(C(=O)Cn3c(C(F)(F)F)nc4ccccc43)CC2)c1	-2.1	-1.0	6.5	0.0	-0.7	-1.7	-22.1	-2.5	-5.9
CCCNC(=O)N1CCC(C(=O)c2ccc(F)cc2)CC1	-1.1	11.1&7.1	6.0&30.6	0.2	-0.1	-0.3	-0.9	/	1.5
c1ccc(NC2=Nc3cccc4cccc2c34)cc1	-3.1	8.8	-64.7	0.5	1.4	-10.8	-26.6	-8.0	-5.3
O=C(Cc1ccccc1)N/N=C/c1ccc2cccc(O)c2n1	2.6	6.9	-24.4	1.0	-1.9	-0.9	20.5	1.5	1.4
C/C(=N/NS(=O)(=O)c1ccc(Cl)cc1)c1cccc(NC(=O)c2ccc(Cl)cc2Cl)c1	1.2	/	-6.8	0.2	0.1	-2.0	-1.7	-1.9	-6.0
Cc1oc(-c2ccccc2F)nc1CN1CCC(C(=O)NCc2ccco2)CC1	-0.3	5.0	-1.7	-0.3	-0.1	7.7	0.1	0.8	-8.2
COC(=O)[C@@]1(Cc2ccc(OC)cc2)[C@H]2c3cc(C(=O)N4CCCC4)n(CCc4c[nH]c5ccc(O)cc45)c3C[C@H]2CN1C(=O)c1ccccc1	-1.0	14.2	11.3	-0.3	-0.7	-0.9	2.0	-2.5	-6.6
COC(=O)C1=C(C)N(CCCC(=O)O)C(=O)NC1c1cc2c(cc1[N+](=O)[O-])OCO2 (stereo not drawn)	-1.3	6.7	7.3	1.0	0.1	-76.1	-4.4	-8.4	-0.9
COc1cc2c(C(=O)NCc3ccccn3)cn(C)c(=O)c2cc1OC	0.3	14.6	18.9	0.8	0.2	2.0	0.2	-1.8	7.3
S=C(NCc1ccccc1)NCc1ccccc1	-1.5	6.7	8.6	1.1	0.6	0.5	-19.5	0.5	-13.2
CCOc1ccc(/C=C/C(=O)Nc2ccc3[nH]c(=O)[nH]c3c2)cc1	-0.1	2.8	17.4	0.3	0.0	1.7	5.1	-0.1	13.1
C/C(=N\NC(=O)c1cc(-c2cccc([N+](=O)[O-])c2)n[nH]1)c1ccccc1O	-1.2	10.9	27.8	1.0	10.2	1.9	5.8	-4.8	-0.5
COc1ccc(C(c2c(C)[nH]n(C(N)=S)c2=O)C(C#N)C#N)cc1 (stereo not drawn)	-9.2	12.3	22.5	0.6	-0.2	7.2	11.3	1.7	-9.5
CCOCCc1nnc(N)s1	-1.0	11.6	-0.9	0.4	-0.1	-2.8	-1.4	0.3	-8.8

Not all compounds are listed; count on the stated rates, not on these rows.
